# Bioassay records from PubChem.
# hcDAF12 agonist – H. contortus DAF-12 nuclear receptor activators, primary screen, cell-based, luminescence, HEK293, lit1-tk-luc reporter; HEK293 hcDAF-12 lit1-tk-luc reporter; 0% DMSO, 100% Δ7-dafachronic acid; activation, % at 6.8 µM; 1.4% of 370,000 active; AID 652067, 2013;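 active = activation above the mean of all tested compounds plus 3 SD, cut at about 5.5% in these data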;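 also: 100% = response to 3 µM Δ7-dafachronic acid high control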
# ssDAF-12 act – S. stercoralis DAF-12 nuclear receptor activators, primary screen, cell-based, luminescence, HEK293, GRIP1 co-expression, lit1-tk-luc. Nuclear hormone receptor DAF-12 (Strongyloides stercoralis). 1% of 370,000 active. AID 652126, 2013. HEK293 ssDAF-12/GRIP1 lit1-tk-luc reporter; % of 3 µM dafachronic acid response. activation, % at 6.8 µM;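 active = activation above the mean over all tested compounds plus 3 SD, cut at about 0.9% in these data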;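 also: 0% = DMSO-only wells and 100% = 3 µM delta7-dafachronic acid wells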
# ADAM10 inh – human ADAM10 inhibitors, primary screen, biochemical, QFRET, HTS. Disintegrin and metalloproteinase domain-containing protein 10 (Homo sapiens), O14672. recombinant ADAM10, EDANS/DABCYL FRET peptide cleavage, 3 h. inhibition, % at 7 µM. 0.62% of 370,000 active. AID 720582, 2013;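 active = inhibition above a per-campaign cutoff equal to the mean of compounds falling between control-based bounds plus 3 SD, cut at about 20% in these data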;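 also: 0% = DMSO wells while the 100% control is not disclosed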
# GAA850 FXN act – FXN promoter activators, primary screen, cell-based, luciferase luminescence, HEK293 lucGAA850. HEK293 lucGAA850 FXN promoter luciferase reporter, 24 h; percent of 10 µM SAHA response. activation, % at 6 µM. 0.56% of 360,000 active;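 active = activation above the average of all compounds screened plus 3 SD, cutoff fixed separately per campaign, cut at about 7.5% in these data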;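 also: 0% = DMSO wells and 100% = 10 µM SAHA wells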
# SMARCA2 activ – SMARCA2 (BRM) function activators, primary screen, cell-based, luminescence, high throughput; MG213 cells, MMTV-luciferase reporter, dexamethasone, overnight; activation, % at 9.1 µM; 1% of 370,000 active; AID 652017, 2013; in the data active = activation above about 7.8%;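 also: 0% = vehicle wells and 100% = reference activator wells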
# GC-B act – human GC-B receptor activators, primary screen, HEK293 GC-B cells, cGMP TR-FRET, EC30 CNP; activation, % at 10 µM; 0.11% of 370,000 active; AID 1920062, 2024; 0% at EC30 CNP, 100% saturating CNP;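 active = activation at 10 µM reaching about 35% in either raw or pattern-adjusted values, limit read from the data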
# HGIII-sPLA2 inh – human group III sPLA2 inhibitors, primary screen, biochemical, QFRET, BODIPY PC-A2 liposome substrate; Group 3 secretory phospholipase A2 (Homo sapiens), Q9NZ20; QFRET BODIPY PC-A2 liposome hydrolysis, fluorescence; inhibition, % at 12.2 µM; 0.56% of 370,000 active; AID 743126, 2013;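 active = inhibition above mean plus 3 SD of compounds lying within the high and low control bounds, cut at about 19% in these data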;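 also: 0% = median of test compound wells and 100% = no enzyme DMSO wells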
# DAX1 inh-1 – DAX1 (NR0B1) inhibitors on StAR promoter, primary screen, cell-based, luminescence, SF-1 (NR5A1), full-length DAX-1; HEK293T StAR-luciferase reporter, SF-1/DAX-1 repression relief; inhibition, % at 6.8 µM; 1.1% of 370,000 active; AID 652010, 2013;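 active = inhibition above the mean over all tested compounds plus 3 SD, cut at about 3.6% in these data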;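 also: 0% = DAX-1 cells with DMSO and 100% = cells lacking DAX-1 with DMSO; higher inhibition means more luminescence from relief of DAX-1 repression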
# DAX1 inh-2 – DAX1 (NR0B1) inhibitors, primary screen, cell-based, HEK293, Gal4-DAX1, luciferase luminescence; HEK293 Gal4-DAX1 luciferase reporter; inhibition, % at 6.75 µM; 0.99% of 340,000 active; AID 504766, 2011;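 active = inhibition above the mean over all tested compounds plus 3 SD, cut at about 4.2% in these data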;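 also: 0% = DAX1-transfected cells with DMSO and 100% = empty-vector control cells with DMSO; inhibition shows as a rise in luminescence from relieved DAX1 repression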
# GC-A act – GC-A stimulated cGMP production enhancers – HEK293 GC-A cells, cGMP TR-FRET, EC30 ANP, primary screen | Atrial natriuretic peptide receptor 1 (Homo sapiens), P16066 | 0.14% of 370,000 active | 0% at EC30 ANP, 100% saturating ANP | activation, % at 10 µM; in the data active = activation above about 40%
# Target sequence (P16066 whole entry, looked up): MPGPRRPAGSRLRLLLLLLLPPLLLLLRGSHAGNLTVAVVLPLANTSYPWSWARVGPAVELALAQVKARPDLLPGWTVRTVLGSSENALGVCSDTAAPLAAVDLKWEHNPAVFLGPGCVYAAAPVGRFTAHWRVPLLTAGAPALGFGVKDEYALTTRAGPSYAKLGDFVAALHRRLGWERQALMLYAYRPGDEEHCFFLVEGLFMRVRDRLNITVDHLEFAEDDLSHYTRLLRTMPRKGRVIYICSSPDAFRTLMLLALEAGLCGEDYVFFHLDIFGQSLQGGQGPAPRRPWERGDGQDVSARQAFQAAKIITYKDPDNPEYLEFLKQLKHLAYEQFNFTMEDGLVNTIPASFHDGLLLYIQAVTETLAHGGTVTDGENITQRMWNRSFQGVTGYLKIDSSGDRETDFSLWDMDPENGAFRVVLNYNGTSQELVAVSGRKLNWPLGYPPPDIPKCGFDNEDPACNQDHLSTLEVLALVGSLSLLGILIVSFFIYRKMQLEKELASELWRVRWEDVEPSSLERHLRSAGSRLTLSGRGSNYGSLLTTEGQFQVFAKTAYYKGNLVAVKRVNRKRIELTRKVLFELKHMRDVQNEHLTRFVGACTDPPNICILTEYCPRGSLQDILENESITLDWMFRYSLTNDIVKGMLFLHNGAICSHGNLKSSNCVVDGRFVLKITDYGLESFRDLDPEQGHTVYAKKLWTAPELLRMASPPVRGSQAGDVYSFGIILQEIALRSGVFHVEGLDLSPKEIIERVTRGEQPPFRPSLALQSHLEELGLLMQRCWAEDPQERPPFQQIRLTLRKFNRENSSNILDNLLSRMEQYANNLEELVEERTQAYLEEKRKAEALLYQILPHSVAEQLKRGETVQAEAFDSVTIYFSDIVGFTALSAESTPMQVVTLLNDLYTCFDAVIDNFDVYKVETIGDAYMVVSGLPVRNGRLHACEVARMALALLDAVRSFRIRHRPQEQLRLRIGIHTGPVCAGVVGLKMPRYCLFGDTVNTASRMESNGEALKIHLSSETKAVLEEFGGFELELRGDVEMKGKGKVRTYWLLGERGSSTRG
# hgDAF12 agonist – H. glycines DAF-12 receptor agonists, primary screen, cell-based, luminescence, HEK293, GAL4 fusion, UAS-luciferase | activation, % at 6.8 µM | HEK293 GAL4-hgDAF12 UAS-luciferase reporter, agonist luminescence; normalized to butyrate control | Nuclear hormone receptor DAF-12 (Heterodera glycines), GAL4 fusion | 1.8% of 370,000 active | AID 687014, 2013;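 active = activation above a cutoff set at the mean of all screened compounds plus 3 SD, cut at about 10% in these data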;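 also: 0% = DMSO wells and 100% = sodium butyrate wells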
# * hit, by the source's call; . = no result given.
# Fields – GAA850 FXN act	ssDAF-12 act	hcDAF12 agonist	HGIII-sPLA2 inh	DAX1 inh-2	GC-A act	hgDAF12 agonist	ADAM10 inh	DAX1 inh-1	SMARCA2 activ	GC-B act
CCn1nnc(-c2ccc(N)cc2)n1
→ 1.1	-0.6	2.0	4	0.5	1	2.1	1	0.5	1	2
Cc1ccc(C(=O)c2ccccc2C(=O)OCC(=O)Nc2cccc([N+](=O)[O-])c2)cc1
→ 2.0	-1.8	-0.8	-30	-1.4	4	-1.0	27*	-1.1	-3	-2
CC(=O)Nc1cccc(-c2ccnc3c2CC(C(=O)Nc2ccccc2)O3)c1 (stereo not given)
→ -0.6	-1.4	-2.8	-8	.	-3	-2.9	-11	-1.5	-2	-5
Cc1ccc(S(=O)(=O)Nc2ccc3nc(-c4cccn4C)[nH]c3c2)cc1
→ 2.0	-1.3	-3.0	-43	0.3	-1	-4.4	-2	-1.8	1	-4
C=CCNc1nc(-c2ccc(OC)cc2OC)cs1
→ -3.8	-0.2	8.1*	1	2.9	0	11*	5	2.7	5	1
CC1C/C(=N/NC(=O)c2ccc(CSc3nc4ccccc4[nH]3)cc2)CC(C)(C)C1 (stereo not given)
→ 1.3	-1.3	-1.1	6	-1.3	6	5.0	-1	-0.9	-1	-3
COc1ccc(S(=O)(=O)N2CCCCCC2)cc1C(=O)OC(C)C(N)=O (stereo not given)
→ 2.2	-1.6	-1.8	3	0.6	-1	-1.4	5	-0.1	3	-6
CC(C)CC(COCc1ccc(F)cc1)N1CCN(C(=O)c2cccc(C(F)(F)F)c2)CCC1=O (stereo not given)
→ -2.5	-1.3	-1.1	-12	-0.8	-6	-1.7	-7	-0.6	0	-6
CC1CCN(c2ccc(C(=O)O)cc2NS(=O)(=O)c2ccccc2)CC1
→ .	-1.9	-3.3	-3	.	3	-1.4	-5	0.2	-3	3
Cc1c(N)cccc1Cl
→ 0.0	-1.6	0.7	6	0.3	4	1.3	-5	-0.6	-3	-2
Cc1cc(Cl)ccc1NC(=S)NCCc1ccc(S(N)(=O)=O)cc1
→ 0.6	-0.7	-2.4	9	0.5	1	-1.7	-5	-1.1	-4	11
CC1=C(C(N)=O)C(c2ccc(Br)cc2)n2nc(CCCO)nc2N1 (stereo not given)
→ -0.9	-0.9	-0.6	1	0.2	-1	-0.6	-6	0.6	-2	3
O=C(Cc1ccc(Br)cc1)Nc1ccc(S(=O)(=O)Nc2ncccn2)cc1
→ 0.1	-1.4	-1.6	-15	0.4	1	1.7	-5	-0.1	-2	-1
CCCN1CCN(CCCNC(=O)C2CCN(c3nnc(-n4cccc4)s3)CC2)CC1
→ 2.7	-0.1	-1.8	-3	-1.5	2	3.1	-3	-0.1	0	2
COc1ccc(CCNC(=O)Cn2c(=O)oc3cc(Cl)ccc32)cc1OC
→ 0.9	-1.4	-0.6	-5	2.5	-1	-4.9	1	-0.3	0	-1
CC1CCCN(CC(=O)Nc2cc(S(=O)(=O)N3CCOCC3)ccc2N2CCCC2)C1 (stereo not given)
→ 0.7	-0.8	0.9	9	0.6	1	-1.2	-10	-1.7	-6	4
Cc1cc(C)c2c(n1)sc1c(=O)[nH]c(SCc3ccccc3)nc12
→ -1.5	-0.1	-2.2	2	-0.4	6	-2.2	-11	-0.4	1	7
O=S1(=O)C=C(SCCN2CCCC2)c2ccccc21
→ 0.4	-0.6	-1.1	0	-0.2	-7	-1.4	-2	-0.6	2	-1
COc1cccc(NC(=O)CNC(=O)N2CC(=O)Nc3ccccc32)c1
→ 1.3	-0.3	1.7	3	1.1	5	4.1	-11	0.7	1	5
O=[N+]([O-])c1ccc(N2CCCC2)cc1NC1CC1
→ 1.2	-0.9	0.1	3	0.0	-2	0.8	-3	-1.5	0	3
CSc1nnc(Cc2sc(-c3ccccc3)nc2-c2ccccc2)o1
→ 1.2	-1.2	-2.1	-30	0.8	2	-0.6	18	-1.4	0	-4
COc1ccc(CC(C(=O)Nc2cc(C)ccc2C)/C(N)=N/O)cc1 (stereo not given)
→ 1.3	-1.2	-0.2	-2	0.3	-3	0.1	0	-0.5	0	-6
CCc1nc2sc(C)c(C)c2c(=O)n1CCO
→ 0.7	-1.1	-1.7	6	-0.3	1	0.2	10	0.4	1	4
Cc1ccc(-c2nc(CN(CC3CCC3)CC3CCCO3)c(C)o2)s1 (stereo not given)
→ -0.8	-0.3	0.1	4	-1.4	-1	3.6	-19	-0.4	-3	-1
CCN(CC)S(=O)(=O)c1cc(C(=O)OCC(=O)NC2CCCc3ccccc32)ccc1C (stereo not given)
→ 1.0	-0.9	0.1	-2	-0.2	3	-2.9	14	-0.1	11*	-3
CCOc1cc(N2CCOCC2)c(OCC)cc1NC(=O)c1ccc(-n2ccnc2)c([N+](=O)[O-])c1
→ 0.5	-1.3	-2.5	-1	0.2	0	-2.8	11	-0.9	-1	6
COc1cccc(C(c2c(C)[nH]n(-c3ccccc3)c2=O)c2c(C)[nH]n(-c3ccccc3)c2=O)c1O
→ 1.1	-1.4	0.6	3	-2.1	5	-2.6	6	-0.1	-2	-2
Cn1c(Oc2ccccc2NCc2cc(Br)ccc2O)cc(=O)n(C)c1=O
→ -1.1	-1.6	1.1	-12	-1.2	-7	-1.0	9	-1.2	-1	-8
Cc1cc(C)nc(NS(=O)(=O)c2ccc(NC(=O)CCC(=O)O)cc2)n1
→ -0.1	-1.1	0.9	3	0.6	1	1.0	5	0.3	-4	2
Cc1n[nH]c(C)c1S(=O)(=O)N(CC(=O)Nc1ccc2c(c1)OCCO2)c1ccc(C(C)C)cc1
→ -0.6	-1.3	-2.6	-17	-1.5	-3	-3.9	-4	-0.9	-2	-4
Cc1ccc(C(=O)Nc2ccccc2C(=O)NC(CC(=O)O)C(=O)O)cc1 (stereo not given)
→ -0.6	0.7	7.0*	1	0.2	-2	7.3	12	1.1	-3	-1
COc1ccc(S(=O)(=O)N2CCOCC2)cc1C(=O)Nc1nc2ccccc2s1
→ -2.3	-1.2	3.4	-4	-0.1	13	5.5	-2	0.1	8	-5
Cc1ccc(S(=O)(=O)NC(=O)NCC2CCN(S(=O)(=O)c3ccccc3)CC2)cc1
→ 1.0	-1.1	-1.8	0	0.9	5	-0.7	6	-0.2	0	-2
Cc1cc(C)c(S(=O)(=O)N2CCN=C2c2ccccc2)cc1C
→ 0.1	-1.3	-1.3	-20	-0.6	-2	3.3	7	-0.2	-2	1
COC(=O)[C@]12C[C@H](CC(=O)N3CCC(c4ccccc4)CC3)C(=O)N(Cc3ccco3)C1=C[C@H](C(C)C)O[C@@H]2C1CC1
→ .	-0.1	-3.5	-9	.	0	-3.0	14	-1.2	-2	-3
Cc1ccc(N2C(=O)N(CC(=O)N3c4ccccc4CC3C)C(=O)C2C)cc1 (stereo not given)
→ -0.9	0.5	4.3	-5	-1.1	2	2.5	8	-0.7	0	0
COc1cc(OC)cc(C(=O)NCC(=O)OCC(=O)C(C)(C)C)c1
→ 0.8	-1.7	0.2	5	0.0	5	1.9	3	0.2	2	-3
Cc1cc(C)cc(OCC(=O)OCC(=O)N2CCc3ccccc32)c1
→ 1.2	0.4	1.6	6	1.3	-1	1.5	-5	0.2	-1	4
O=C(NCC1CCCCC1)c1ccc2nc([C@@H]3O[C@H](CO)[C@H](O)[C@H](O)[C@H]3O)[nH]c2c1
→ 0.8	-1.1	-0.5	2	.	1	-2.3	-5	-0.3	-3	1
C=CCSc1nc(N)c(C#N)c(-c2ccc(C)cc2)c1C#N
→ 4.2	-1.5	-1.5	-12	-0.1	10	-3.7	3	-1.0	1	-5
CCN(CC(=O)Nc1ccc(NC(C)=O)cc1)C(=O)Cc1ccc(S(=O)(=O)N2CCOCC2)s1
→ -0.9	-1.1	0.9	10	2.8	0	-2.3	-13	-0.8	-2	3
O=C(CN(c1ccccc1)S(=O)(=O)c1ccc(F)cc1)N1CCCCCC1
→ 0.0	-1.4	-1.4	-3	0.3	0	-0.3	2	0.2	1	0
CC(CCc1ccccc1)NC(=O)C1CC1 (stereo not given)
→ 1.0	-0.9	-0.4	2	.	2	0.2	3	0.4	2	1
FC(F)(F)c1ccc(C2[C@H]3CN(Cc4ccc(-c5ccccc5)cc4)[C@H](c4ccccc4)C34CC2(c2ccccc2)C4)cc1 (stereo not given in full)
→ .	-1.0	-1.0	5	.	-1	4.7	5	-0.2	-1	2
COc1cc(C(=O)Oc2cccnc2)cc(OC)c1OC
→ 0.4	-1.7	-1.0	2	0.2	1	2.2	7	0.0	1	0
Cn1nnnc1SCC1=C(C(=O)O)N2C(=O)C(NC(=O)C3CC3c3ccccc3)C2SC1 (stereo not given)
→ 1.1	-0.4	-0.7	-4	-0.7	4	-0.3	-2	0.3	-2	5
COc1cc(/C=C2/C(=O)N(c3ccc(C(=O)O)cc3)N=C2C)cc(OC)c1O
→ 0.3	-0.8	-0.4	5	-0.1	-2	2.2	0	-0.1	0	-6
Cc1nn(Cc2ccccc2)c(C)c1/C=N/NC(=O)CNc1cccc(C(F)(F)F)c1
→ -1.4	-1.6	-2.1	-9	-0.8	-2	0.9	21*	-0.6	-2	2
Cc1ccc(CNC(=O)C2CCCN(c3nn4c(=O)cc(C)nc4s3)C2)cc1 (stereo not given)
→ -1.3	-1.8	-0.1	6	0.3	2	-1.3	-2	-0.3	0	-4
CCOc1ccc(CCNC(=O)c2nnn(CC(=O)Nc3ccc(OC)cc3)c2N)cc1OCC
→ 0.8	-1.5	-0.2	2	0.8	2	0.2	4	-0.6	-1	2

# New compounds follow:
# Fields – GAA850 FXN act	ssDAF-12 act	hcDAF12 agonist	HGIII-sPLA2 inh	DAX1 inh-2	GC-A act	hgDAF12 agonist	ADAM10 inh	DAX1 inh-1	SMARCA2 activ	GC-B act
CCCN1CCC(N(CCc2ccccc2)Cc2ccccc2)CC1
→ -0.7	-0.5	1.1	0	2.1	-27	-1.2	-3	0.4	1	-15
CCOC(=O)c1c(C)[nH]c(C(=O)CN2CCOCC2)c1C
→ 1.7	-1.4	-2.7	1	-0.3	7	0.6	2	1.5	-3	2
CC(C)CNC(=O)CN1C(=O)NC2(CCCc3ccccc32)C1=O (stereo not given)
→ 0.8	-1.1	2.1	-1	1.6	-4	-0.1	-3	-0.1	0	4
O=C(Nc1ccc(Cl)cn1)C1CCN(S(=O)(=O)c2cccs2)CC1
→ -1.7	-2.8	-4.0	-2	-5.3	-1	-4.8	5	-2.8	-6	1
